# Screens as filed in PubChem.
# GoLoco inh red: qHTS Assay for Inhibitors of RGS12 GoLoco Motif Activity (Red Fluorophore). Guanine nucleotide-binding protein G(i) subunit alpha-1 (Homo sapiens), P63096. Gai1:RGS12 GoLoco peptide FP, rhodamine, 10 min. Potency, µM (top dose mostly 61.6 µM), inactives show at the top dose activity, negative = inhibition, usual class: inhibitors. hit rate 0.44% among 230,000. AID 880, 2007; active = well fitted inhibition curve with a large enough effect, not every such curve was filed as active; inactive = no such curve, though single readings can be large or run the other way; also: % is scaled to controls: 0 for no effect and ±100 for the full control effect; nearly all actives have a fitted effect of over 30% in size; many of its hits are not listed in these tables
# GAA spleen mod: qHTS Assay for Inhibitors and Activators of Human alpha-Glucosidase From Spleen Homogenate; Lysosomal alpha-glucosidase (Homo sapiens), P10253; human spleen homogenate, 4-MU-alpha-glucoside fluorescence; Potency, µM (titrated, usually from 79.9 µM), for inactives: at the highest dose activity change, negative = inhibition, most hits filed as inhibitors; hit rate 0.006% among 240,000;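 also: 0% = enzyme with vehicle and -100% = no enzyme basal signal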
#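 Compounds were titrated against alpha-glucosidase in spleen homogenate at pH 5.0, with 1 mM 4-methylumbelliferyl substrate for 40 min at 37 C. Reactions were quenched with pH 10 NaOH/glycine and fluorescence measured.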
# JMJD2E inh: qHTS Assay for Inhibitors of Human Jumonji Domain Containing 2E (JMJD2E); hit rate 1.6% among 230,000; Potency, µM (titrated, usually from 57.1 µM), inactives show at the highest dose activity change, negative = inhibition, usual class: inhibitors; AID 2147, 2009; JMJD2E catalytic domain, FDH-coupled NADH fluorescence (FDH is formaldehyde dehydrogenase); Lysine-specific demethylase 4E (Homo sapiens), B2RXH2; active = well fitted inhibition curve with a large enough effect, not every such curve was filed as active; inconclusive = small, poorly fitted or top-dose-only effect, or another doubt; inactive = no such curve, though single readings can be large or run the other way;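 also: 0% = wells with enzyme and -100% = buffer wells without enzyme; nearly all actives have a fitted effect of over 50% in size; many of its hits are not listed in these tables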
# GAA inhib: qHTS Assay for Inhibitors of Human alpha-Glucosidase as a Potential Chaperone Treatment of Pompe Disease; AID 1466, 2008; hit rate 0.005% among 200,000; purified human GAA, 4-MU-alpha-glucoside fluorescence; Lysosomal alpha-glucosidase (Homo sapiens), P10253; Potency, µM (top dose mostly 76.9 µM), for the others: top-dose activity change, negative = inhibition, hits mostly inhibitors;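 also: plate controls were uninhibited enzyme wells for no effect and no-enzyme background for full effect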
#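 Compounds are titrated up to 77 uM against 4 nM human enzyme. Substrate 4-methylumbelliferyl-alpha-D-pyranoside (400 uM) reacts 20 min at room temperature in pH 5.0 buffer; liberated 4-methylumbelliferone is read at 440 nm.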
# aGal spleen mod: qHTS Assay for Inhibitors and Activators of Human alpha-Galactosidase From Spleen Homogenate. AID 2107, 2009. Potency, µM (titrated, usually from 80 µM), for the others: at the highest dose activity change, negative = inhibition, usual class: inhibitors. hit rate 0.008% among 240,000. human spleen homogenate, 4MU-alpha-Gal fluorescence, 40 min. Alpha-galactosidase A (Homo sapiens), P06280;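 also: 0% = enzyme with vehicle and -100% = no enzyme basal signal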
# Target sequence (P06280 32-429 limits assumed): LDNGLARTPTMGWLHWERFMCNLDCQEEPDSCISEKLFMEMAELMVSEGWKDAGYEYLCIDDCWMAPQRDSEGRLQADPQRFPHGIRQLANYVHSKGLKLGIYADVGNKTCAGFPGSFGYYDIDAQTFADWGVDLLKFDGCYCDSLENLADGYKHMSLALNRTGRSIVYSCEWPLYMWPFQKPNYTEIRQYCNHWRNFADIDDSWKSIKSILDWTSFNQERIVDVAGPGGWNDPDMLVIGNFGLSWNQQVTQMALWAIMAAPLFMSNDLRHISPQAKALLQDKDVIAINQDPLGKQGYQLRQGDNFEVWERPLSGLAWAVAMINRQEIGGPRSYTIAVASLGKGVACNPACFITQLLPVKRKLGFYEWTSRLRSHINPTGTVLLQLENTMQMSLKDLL
#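 Human spleen homogenate (1 ug) was the enzyme source, with 4-methylumbelliferyl-alpha-D-galactopyranoside (1 mM final) in pH 5.0 citrate buffer with 0.01% Tween-20. Compounds were titrated; after 40 min at 37C, NaOH/glycine stop, 4-MU fluorescence read; AC50 from Hill fits.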
# ALDH1A1 inh: qHTS Assay for Inhibitors of Aldehyde Dehydrogenase 1 (ALDH1A1) | hit rate 7.3% among 220,000 | Purified ALDH1A1, NADH fluorescence, propionaldehyde substrate | Potency, µM (titrated, usually from 75.3 µM), without a hit: top-dose activity, negative = inhibition, usual class: inhibitors; active = well fitted inhibition curve with a large enough effect, not every such curve was filed as active; inconclusive = small, poorly fitted or top-dose-only effect, or another doubt; inactive = no such curve, though single readings can be large or run the other way;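 also: plate controls were no enzyme wells and a reference inhibitor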
# Target sequence (P00352 whole entry, looked up): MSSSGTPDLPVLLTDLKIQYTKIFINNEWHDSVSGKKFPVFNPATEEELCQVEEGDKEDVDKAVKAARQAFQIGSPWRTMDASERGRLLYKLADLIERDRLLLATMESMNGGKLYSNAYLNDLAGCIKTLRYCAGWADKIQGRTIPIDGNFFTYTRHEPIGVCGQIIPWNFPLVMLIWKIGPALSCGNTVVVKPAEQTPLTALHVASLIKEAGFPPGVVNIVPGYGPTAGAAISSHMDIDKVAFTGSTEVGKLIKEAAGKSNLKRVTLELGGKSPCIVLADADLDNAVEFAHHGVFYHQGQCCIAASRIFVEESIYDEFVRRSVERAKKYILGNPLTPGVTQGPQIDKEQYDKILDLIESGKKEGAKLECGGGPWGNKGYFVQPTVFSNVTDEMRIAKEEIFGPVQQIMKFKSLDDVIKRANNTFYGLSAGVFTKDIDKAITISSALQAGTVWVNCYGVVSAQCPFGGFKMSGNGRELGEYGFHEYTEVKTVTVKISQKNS
# GAA glycogen mod: qHTS Assay for Inhibitors and Activators of Human alpha-Glucosidase Cleavage of Glycogen; Lysosomal alpha-glucosidase (Homo sapiens), P10253; recombinant GAA, glycogen substrate, Amplex Red glucose oxidase fluorescence; Potency, µM (doses to about 76.4 µM), without a hit: at the top dose activity change, negative = inhibition, actives largely listed as inhibitors; hit rate 0.38% among 300,000;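 also: 0% = full enzyme reaction and -100% = no-enzyme basal signal; the screen sought inhibitors and activators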
#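 Recombinant human enzyme (4 nM); glycogen substrate; 37 C, 40 min, pH 5.0. Readout: coupled glucose oxidase/Amplex Red fluorescence.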
# SMN2 splice enh: qHTS Assay for Enhancers of SMN2 Splice Variant Expression | HEK293 SMN2-luciferase splicing reporter, luminescence, 30-36 h | Potency, µM (top dose mostly 46.1 µM), inactives show top-dose activity change, positive = activation, hits mostly activators | hit rate 2.8% among 210,000; also: % of control where 0% means no effect; nearly all actives have a fitted effect of over 55% in size
#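 HEK293 cells carry an SMN2 minigene-luciferase reporter in which exon 7 inclusion puts luciferase in frame. Cells were seeded at 2000 cells/well, attached for 10-12 hours, then exposed to compounds for 30-36 hours at 37C before ONE-Glo luminescence.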
# An asterisk follows results filed as active; ? = inconclusive; . = not tested or not shown; & = joins results of further samples; [ ] = dose if it differs, or a comment. Unless noted, calls follow the shape of the dose curve; as a rule, active = well fitted curve in the direction sought with a large enough effect; inconclusive = small, poorly fitted or top-dose-only effect, or another doubt; inactive = no such curve, though single readings can be large; an effect the other way counts as inactive or inconclusive. Potency is read from the fitted curve at half-maximal effect.
SMILES,GoLoco inh red,GAA spleen mod,JMJD2E inh,GAA inhib,aGal spleen mod,ALDH1A1 inh,GAA glycogen mod,SMN2 splice enh
Nc1ccc2c(c1)OCCOCCOCCOCCOCCO2,-18%,1%,?,7%,8%,-7%,?,0%
CCOC(=O)Cn1ccc(-c2ccccc2)c(C#N)c1=O,13%,-20%,?,1%,11%,?,-5%,10%
CC(=O)Nc1ccc(S(=O)(=O)N2CCN(CC(=O)N3CCOCC3)CC2)cc1,8%,-4%,0%,.,2%,.,3%,.
O=C1CCc2cc(S(=O)(=O)NCCC(=O)N3CCN(c4cccc(Cl)c4)CC3)ccc2N1,4%,6%,5%,-6%,9%,-11%,0%,-72%[inhibitor]
Cc1cc(NC(=O)c2ccc3c(c2)C(=O)N(C(C)(C)C)C3=O)no1,0%,0%,-3%,2%,-2%,14%,2%,.
CCCCC(=O)Nc1cccc(C(=O)N/N=C/c2ccc(OC)cc2OC)c1,19%,-6%,-16%,-4%,8%,?,-2%,-18%
CN(Cc1ccccc1)C(=O)c1[nH]cnc1C(=O)N[C@@H](CCCCNC(=O)OC(C)(C)C)C(=O)OC(C)(C)C,0%,-17%,0%,.,-9%,-9%,-9%,.
Cc1ccc(SCC(=O)Nc2cc(C)on2)cc1,8%,1%,7%,-4%,5%,5%,16%,-9%
Cc1cccc(OCc2nc(C#N)c(NCCN(C)C)o2)c1,4%,-7%,6%,1%,-4%,-5%,-9%,22%
Nc1cc(-c2nn[nH]n2)ccc1F,2%,-9%,-3%,2%,-3%,8%,-9%,-14%
O=c1cc(-c2cccc(O)c2)oc2ccc(O)cc12,-11%,-11%,1%,.,?,?,.,14µM*
FC(F)(F)COc1nc(OCC(F)(F)F)nc(N2CCN(c3ccccc3)CC2)n1,6%,-18%,-1%,-7%,4%,5%,-9%,-25%
CSc1nc2ccccc2n1Cc1cccc(F)c1,-2%,-4%,6%,-9%,2%,-6%,-5%,-2%
O=C1c2cccc3c(N4CCCCC4)ccc(c23)C(=O)N1c1ccccc1O,21%,-12%,12%,-8%,-1%,-1%,-9%,.
Cc1cccc(OCC(=O)NCC(=O)N/N=C/c2cccs2)c1,18%,-8%,-5%,1%,-7%,5%,10%,-11%
N#Cc1c(N)nc(SCc2ccccn2)c(C#N)c1-c1cccs1,5%,-15%,2%,-4%,-7%,?,-4%,-47%[inhibitor]
CCOC(=O)c1cccc(NC(=O)CSc2nnc(-c3ccoc3C)n2CC)c1,.,-6%,-5%,-1%,4%,?,-6%,.
CCCN1CCN(CCCNC(=O)c2cc3c(=O)[nH]c4ccccc4c3s2)CC1,6%,-1%,?,12%,9%,?,-4%,-37%&4%[inhibitor]
CCC1CCCCN1CCCNC(=O)CC1Oc2ccc(C)cc2NC1=O (stereo unspecified),-3%,-13%,2%,-10%,0%,-4%,-3%,-10%
COC(=O)Cn1c(CCC(=O)O)ccc1-c1ccccc1,13%,5%,?,?,?,?,-6%,-14%

# Brought forward from above: two compounds; new compounds follow.
SMILES,GoLoco inh red,GAA spleen mod,JMJD2E inh,GAA inhib,aGal spleen mod,ALDH1A1 inh,GAA glycogen mod,SMN2 splice enh
CCC1CCCCN1CCCNC(=O)CC1Oc2ccc(C)cc2NC1=O (stereo unspecified),-3%,-13%,2%,-10%,0%,-4%,-3%,-10%
COC(=O)Cn1c(CCC(=O)O)ccc1-c1ccccc1,13%,5%,?,?,?,?,-6%,-14%
COc1ccc(C(=O)N2CCN=C2SC)cc1,2%,.,9%,-4%,-2%,2%,5%,7%
COc1cc(C(=O)NNC(=O)c2ccoc2C)cc(OC)c1OC,1%,-5%,5%,11%,6%,-4%,0%,.
c1cc(CNCC2CCCO2)ccn1 (stereo unspecified),-4%,-1%,-9%,7%,-4%,3%,5%,.
Cc1cccc(NC2SC(=O)N(c3ccccc3)C2=O)c1 (stereo unspecified),-3%,-8%,6%,-3%,-8%,1.3µM*,-3%,?
CC(=O)Nc1nc2nc(-c3ccccc3)cc(-c3ccccc3)n2n1,0%,-5%,?,?,-1%,?,9%,0%
COc1c2ccoc2c(OC[C@@H](O)C(C)(C)O)c2oc(=O)ccc12,7%,3%,?,2%,3%,-7%,0%,-6%
CCNc1nc(N2CCCCC2)nc(-n2nnc(C(=O)OCC)c2C)n1,3%,-14%,-6%,10%,-2%,?,6%,-17%
N=c1c2c(-c3ccccc3)c(-c3ccccc3)n(Cc3ccccc3)c2ncn1CCO,18%,-19%,?,?,-16%,-14%,5%,-36%[inhibitor]
Cc1ccc(C(=O)/C=C/C(=O)O)cc1,-13%,-6%,-14%,-2%,6%,0.45µM*,6%,-23%
CCCC(=O)Nc1ncnc2c1ncn2C1OC2COP(=O)(O)OC2C1OC(=O)CCC (stereo unspecified),8%,-11%,1%,.,3%,5%,.,?
OCCC1CN(Cc2cc3c(cc2Cl)OCO3)CCN1Cc1ccccc1 (stereo unspecified),0%,0%,1%,.,-16%,7%,8%,.
COC(=O)C(C)(C)ONC(=O)Nc1ccc([N+](=O)[O-])cc1,-6%,-6%,-1%,-7%,-2%,-2%,-2%,13%
CCOC(=O)CSc1nc2cc3c(cc2cc1CC)OCCO3,13%,-5%,-2%,0%,-6%,?,-8%,19%
CN(C)CCCNC(=O)Cc1ccc(Br)cc1,1%,2%,-1%,-4%,9%,-3%,-2%,20%
O=C(Nc1ccc(Cl)c([N+](=O)[O-])c1)C(Sc1ccccc1)c1ccccc1 (stereo unspecified),24%,-5%,-1%,-3%,4%,-14%,-5%,-65%[inhibitor]
O=C(CN1CCN(c2ccccc2)CC1)Nc1nnc(-c2ccccc2)s1,-2%,0%,-2%,?,6%,-8%,7%,-7%
CC(C)CCn1c(Sc2nc3ccccc3o2)nc2c1c(=O)[nH]c(=O)n2C,5%,-5%,-26%,13%,0%,11µM*,-10%,-20%
COc1ccc(-n2c(SCc3cccnc3)nc3c(c2=O)SCC3)cc1OC,4%,-3%,-7%,-7%,-5%,-3%,5%,5%
O=C(O/N=C\c1ccc(N2CCCCC2)c([N+](=O)[O-])c1)c1ccc(Cl)cc1Cl,8%,-3%,1%,-6%,3%,?,4%,-9%
CCCSc1nc2c(c(=O)n1CC)SC(C)C2 (stereo unspecified),7%,-1%,-6%,-13%,3%,0%,-19%,-2%
O=C(Cc1cn(Cc2cccc(Cl)c2)c2ccccc12)N1CCCCCC1,7%,-13%,-2%,-5%,2%,-8%,-8%,-7%
CC(C)C(OC(=O)c1cccs1)C(=O)NCc1ccco1 (stereo unspecified),3%,-4%,5%,?,8%,?,-3%,18%
CCOC(=O)CNC(=O)CCCCCC(=O)NCC(=O)OCC,-4%,6%,-1%,?,10%,1%,2%,-13%
C=CCN(CC=C)S(=O)(=O)c1ccc(NC(=S)NC(=O)c2ccco2)cc1,1%,1%,-1%,-9%,7%,22µM*,-2%,-25%
CCN(CC)C(=O)COc1ccc(-c2nnc(N3CCCCC3)c3ccccc23)cc1,2%,-5%,1%,0%,-5%,8%,5%,-44%[inhibitor]
COc1ccc(C(=O)N2CCC(C(=O)O)CC2)cc1,5%,10%,-4%,-10%,15%,-6%,?,-10%
O=C(NCc1ccco1)NC1CCCCC1,6%,-3%,1%,-3%,-2%,3%,2%,11%
N#CC1=C(N)SC(N)=C(C#N)C1Cc1ccccc1,144%[activator],2%,9%,-10%,3%,8.9µM*,-16%,-33%
O=c1cc(CSc2ccccc2)nc(-c2ccncc2)[nH]1,-6%,10%,3%,?,14%,-2%,1%,-3%
COc1nc(NCc2ccc(Cl)cc2)nc(OC)n1,12%,7%,7%,-2%,5%,9%,-5%,0%
CC1C2CC(CC1(C)C)N(C(=O)Nc1ccc3nccnc3c1)C2 (stereo unspecified),-5%,2%,?,8%,2%,?,8%,-2%
CCOC(=O)CSc1ncc(-c2ccccc2)cn1,-2%,3%,2%,-2%,3%,4%,-3%,-13%
O=C(NC1CCN(Cc2ccccc2)CC1)c1ccc(I)cc1,11%&4%,0%&-8%,10%,.,1%&-2%,5%&3%,.,-21%
CCOc1cc(N2CCOCC2)c(OCC)cc1NC(=S)NCCCOC,1%,-5%,-9%,-7%,3%,-15%,-23%,16%
COc1cccc(OCc2nnc(SCC(=O)OCc3ccccc3)o2)c1,3%,-3%,4%,?,5%,?,-6%,?
O=C(Oc1c(Cl)cc(Cl)c2cccnc12)c1cccc([N+](=O)[O-])c1,0%,0%,14µM*,-4%,5%,-2%,11%,-87%[inhibitor]
COc1ccc(-c2cnn3c(N)c(S(=O)(=O)c4ccccc4)cnc23)cc1,7%,-18%,30%,-6%,-25%,8%,5%,3%
Cc1ccc(NS(=O)(=O)c2ccc(Cl)c(C(=O)O)c2)cc1S(=O)(=O)N1CCOCC1,.,-10%,-8%,-3%,-4%,1%,4%,.
CC(C)(C)OC(=O)NCc1ccc(NC(=O)c2nc[nH]c2C(=O)N[C@@H](Cc2ccccc2)C(=O)OCc2ccccc2)cc1,8%,-11%,?,.,-13%,.,-10%,.
CCCC(O)(CCN1CCOCC1)c1ccc(Br)cc1 (stereo unspecified),6%,-4%,2%,4%,5%,5µM*,-2%,-11%
COc1ccc(C(=O)Nc2ccccc2C(=O)NC(Cc2ccc(O)cc2)C(=O)NNC(=O)c2ccccc2)cc1 (stereo unspecified),0%,0%,?,4%,-1%,?,8%,22%
S=c1[nH]nc(-c2cccnc2)n1/N=C/C=C/c1ccco1,8%,-5%,-19%,11%,-9%,?,19%,6%

# Some of the compounds tested. The share of hits here may be higher or lower than overall.
